From PubChem
Autophagy mod: alters autophagy in cells. calls only at 10 µM (by protocol). AID 463193. actives 0.98% (n = 190,000). MEF GFP-LC3 puncta imaging; test concentration mostly 10 µM;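 active = percentage of spot-positive cells more than 3 SD above its plate mean, without a fluorescence outlier flag or 80% toxicity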;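 note: spot-positive cell cutoff set from DMSO-treated cells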
b-catenin transl: modulators of beta-catenin nuclear translocation; actives 0.3% (n = 190,000); nuclear translocation activity, % at 5 µM; HeLa beta-catenin nuclear translocation, immunofluorescence imaging;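 active = nuclear translocation activity above 50% at 5 µM, with a well cell count of 50 or more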;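 note: per-cell ratio of nuclear to cytoplasmic median beta-catenin stain intensity; plate controls were DMSO negative control for no effect and GSK-3 inhibitor IX positive control for full effect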
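System: Human HeLa cells, endogenous beta-catenin | Compound dosing: 5 µM primary, 0.02–20 µM confirmation | Timing: 24 h compound exposure at 37°C, 5% CO2 | Measured by: Fluorescence imaging of beta-catenin antibody stain plus DAPI | Read-out basis: % activation of per-cell nuclear versus cytoplasmic median beta-catenin signal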
WT yeast gro inh: growth inhibition of WT yeast, mitochondrial fusion screen | mitochondrial fusion phenotypic screen, WT strain | actives 2.1% (n = 190,000) | inhibition, % at 10 µM; in the data active = inhibition above about 58%; tested in S. cerevisiae
XIAP antagonists: XIAP antagonists, biochemical, IAP family, fluorescence polarization (AID 1018). displacement, % at 20 µM; hits with a dose series show IC50 in µM. XIAP BIR domain, fluorescence polarization peptide displacement; higher % means a stronger effect. actives 0.007% (n = 200,000); in the data active = displacement above about 50%; note: a part of the inactive calls stands beside numbers as strong as those of hits
MT stabilize HCS: microtubule stabilizers in HeLa cells. % tubulin-high responders, % at 10 µM. actives 0.83% (n = 200,000). AID 2205. HeLa tubulin immunostaining HCS, 24 h; share of cells brighter than vehicle mean+2SD;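 active = plate Z-score above 3 for both tubulin-high and condensed-nucleus cell shares, with cell loss under 80%, at 10 µM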;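 note: anti alpha tubulin signal scored within the nucleus-defined area of each cell; some results filed as inactive read as strong as hits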
Lipid droplet: modulators of hepatic lipid droplet formation; AML12 mouse hepatocytes, oleate lipid droplets, BODIPY imaging; actives 0.4% (n = 240,000); inhibition, % at 6.5 µM; AID 1656;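 active = lipid droplet intensity inhibited by at least 50%, with more than 500 cells counted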
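Technique: fluorescence imaging, 20x objective, two fields per well / Assay system: AML12 hepatocytes (mouse) / Measure: % inhibition of lipid droplet signal / Doses: 6.5 µM single-point dosing / Incubation: overnight exposure / Reagent: 100 µM oleic acid challenge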
ER stress rescue: rescue of cells from ER stress-induced death, primary screen, 384-well, CSM14.1, thapsigargin, ATP luminescence (AID 1222); cellular ATP content (survival), % at 20 µM, or EC50 in µM where a hit was titrated; CSM14.1 thapsigargin-induced death rescue, ATP luminescence; higher % means a stronger effect; 190,000 tested, under 10 active;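 active = EC50 below 50 µM in the dose-response confirmation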;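 note: death triggered by thapsigargin at about 15 µM added after 2 h compound pretreatment; cell ATP read after overnight thapsigargin exposure of roughly 18 to 22 hours; normalized against plate controls of thapsigargin alone and 5% DMSO vehicle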
Insulin prom up: MIN6 insulin promoter up-regulation; z-score at 5 µM; MIN6 insulin promoter-GFP reporter, high-content imaging; stronger effect = higher value; AID 1625; actives 0.3% (n = 190,000);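 active = z-score above 3 at 5 µM with at least 500 cells counted in the well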
Dynein transport: blocks dynein driven cargo transport along microtubules | z-score, hits read low | actives 0.47% (n = 220,000) | 3617.4 mouse cells, GR-EGFP nuclear translocation imaging; test concentration mostly 20 µM; stimulated with dexamethasone, 1 µM; stronger effect = lower value;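 active = plate z-score of nuclear minus cytoplasmic receptor signal below a set negative limit, without overly bright fluorescence or cell loss, cut at about -3.5 in these data, passing the limit was not always enough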;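 note: z-score of nuclear minus cytoplasmic ring GR-EGFP intensity difference per well; some compounds called inactive have numbers as strong as hits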
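Buffer or medium: tet-free, stripped-serum medium; Also added: dexamethasone, 1.0 µM final; Technique: high-content fluorescence imaging after fixation; Times: 48 h induction, 1 h compound, 30 min dex at 37 °C; Read-out: per-cell GR-EGFP intensity, nucleus versus surrounding cytoplasmic ring, well-averaged.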
WT yeast gro inh mutant strain: second read-out of WT yeast gro inh, no call of its own (marks repeat the call); inhibition, %; mitochondrial fusion phenotypic screen, mutant strain inhibition
Dynein transport cytoplasmic EGFP: further read-out of Dynein transport, marked with its call; z-score; measured here: cytoplasmic GR-EGFP intensity; stronger effect = higher value
Dynein transport nuclear GR-EGFP: second read-out of Dynein transport, no call of its own (marks repeat the call); z-score; measured here: nuclear GR-EGFP intensity;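 lower value marks the stronger effect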
Dynein transport cell count: second read-out of Dynein transport, no call of its own (marks repeat the call); z-score; measured here: cell count per field
Insulin prom up cell count: second read-out of Insulin prom up, no call of its own (marks repeat the call); cell count; measured here: cytotoxicity, nuclei count;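 total cells summed across four imaged fields per well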
Lipid droplet cells 6.5 µM: second read-out of Lipid droplet, no call of its own (marks repeat the call); cell count; measured here: cell count, cytotoxicity flag;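 cells counted across two imaged fields per well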
b-catenin transl cell count 5 µM: further read-out of b-catenin transl, marked with its call; cell count; measured here: cell count, cytotoxicity flag
MT stabilize HCS Hoechst-high %: recorded beside MT stabilize HCS, whose call it bears; % Hoechst-high responders; measured here: nuclear condensation Hoechst responders;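 share of cells brighter than vehicle mean plus two SD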
MT stabilize HCS cytotoxicity %: also measured in MT stabilize HCS; calls as there; toxicity, %; measured here: cytotoxicity by cell density;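 0% = mean cell density of plate MIN control wells and 100% = no cells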
Autophagy mod cell loss 18 h: recorded beside Autophagy mod, whose call it bears; toxicity, %; measured here: cell loss, nuclei count;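 cell loss after 18 h compound exposure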
* = called active by the depositor; i = inactive; . = no result given; & = joins results of further samples. Not a hit list. About 4% of those tested had a hit in this group.

SMILES	Autophagy mod	Autophagy mod cell loss 18 h	b-catenin transl	b-catenin transl cell count 5 µM	WT yeast gro inh	WT yeast gro inh mutant strain	XIAP antagonists	MT stabilize HCS	MT stabilize HCS Hoechst-high %	MT stabilize HCS cytotoxicity %	Lipid droplet	Lipid droplet cells 6.5 µM	ER stress rescue	Insulin prom up	Insulin prom up cell count	Dynein transport	Dynein transport cytoplasmic EGFP	Dynein transport nuclear GR-EGFP	Dynein transport cell count
CC(C)(C)Nc1ncnc2c1cnn2-c1ccccc1	.	.	-1.3	1107	20	-3	-4.3%	.	.	.	-23	694	-6.4%	-0.25	1853	.	.	.	.
O=C(Cn1nnc2ccccc21)C1CC1	i	4	-1.4	1368	-7	-30	-4.6%	2.3	2.8	7.5	.	.	-0.1%	0.04	1500	2.9	-0.023	2.2	-1.1
O=C(Nc1ccccc1-c1ccccc1)NC1CCN(CC(=O)N2CCOCC2)CC1	i	-1	-0.1	1113	2	3	-2.7%	2.5	1.3	9.2	-4	613	-2.0%	0.46	1875	-0.03	-0.15	0.5	0.68
CCOC(=O)Cc1csc(NC(NC(=O)OCC)(C(=O)OCC)C(F)(F)F)n1 (stereo not drawn)	i	-5	.	.	-5	5	.	3.2	1.8	2.0	.	.	.	.	.	0.53	-0.25	-0.35	-0.07
Cc1ccc(-n2nc3c(c2NC(=O)C(C)(C)C)CSC3)c(C)c1	i	-5	-2.9	1388	10	-1	-6.1%	3.9	2.4	5.4	.	.	-1.5%	0.25	1458	-0.052	-0.36	0.18	-0.14
CN(Cc1ccncc1)C1CC(=O)N(c2ccc(F)cc2)C1=O (stereo not drawn)	i	-1	-1.2	1521	-15	17	-5.0%	4.3	3.0	3.5	-10	712	-0.4%	.	.	1.2	-0.014	0.86	-0.27
COC(=O)/C(=N/Nc1ccccc1)N1CCCc2ccccc21	i	9	-1.1	1063	1	-21	-4.2%	1.9	2.9	8.8	4	539	3.9%	-1.2	1506	-0.34	1.8	0.28	-0.0011
O=C(NC(=S)NNC(=O)[C@H]1C[C@@H]1c1ccccc1)c1ccc(F)cc1	.	.	-1.9	1057	.	.	.	.	.	.	-9	724	.	0.12	1379	0.0088	-0.23	-0.051	-0.2
O=C(NC(C(=O)N/N=C/c1cccc2ccccc12)c1n[nH]c(=O)c2ccccc12)c1ccccc1 (stereo not drawn)	i	-16	0.8	1403	-25	-6	-9.4%	2.3	1.0	5.9	.	.	-0.3%	0.99	1289	-0.94	-0.48	-0.23	0.37
COc1cccc(NC(=O)NC2CCN(Cc3nnnn3Cc3ccc4c(c3)OCO4)CC2)c1	.	.	0.9	1267	.	.	.	.	.	.	-22	651	.	0.33	924	2.7	-0.49	1.6	-1.9
CCc1ccc2c(c1)/C(=N/OC)C(=O)N2	i	2	.	.	-1	-4	-9.3%	2.0	2.0	9.3	10	621	-0.6%	0.29	1301	-0.64	-0.047	-0.55	1.2
CC(=O)N/C(=C/c1ccc2c(c1)OCO2)C(=O)NCCO	i	-11	1.0	521	-2	-5	0.4%	2.7	1.7	8.1	10	636	-1.4%	0.28	1209	-0.45	-0.28	-0.58	0.058
COc1cc(-c2cc(C(=O)O)c3c(OC)c(OC)c(OC)cc3n2)ccc1O	i	-2	0.1	1408	2	3	-0.6%	3.6	3.8	7.9	.	.	0.9%	0.01	1474	-0.28	-0.26	-0.09	0.41
Cn1cc(SCC(=O)NCCc2ccccc2)c2ccccc21	i	-5	0.5	1102	-8	-22	-2.3%	1.8	2.3	9.2	-32	726	0.0%	-0.24	1205	0.4	-0.32	-0.21	0.18
C=CCSc1nnc(-c2ccccc2NC(C)=O)c(=O)[nH]1	i	1	2.9	944	-2	1	9.4%	3.6	2.0	4.5	-12	726	-1.2%	.	.	-0.6	-0.27	-0.1	0.69
Cc1nc2c(cc1C#N)C(=O)c1ccccc1-2	i	3	1.0	905	23	15	-7.3%	2.4	2.1	0.7	0	612	-5.6%	0.33	1296	0.23	0.59	0.33	-0.84
Cc1ccc(S(=O)(=O)N/N=C/c2cccs2)cc1	i	18	-0.9	1106	15	11	0.4%	3.1	1.9	3.6	-1	716	-2.2%	.	.	0.085	-0.29	-0.064	0.38
Cc1ccc(C)c(S(=O)(=O)c2c(N)n(/N=C/c3ccco3)c3nc4ccccc4nc23)c1	i	-5	-1.1	695	-3	2	-16%	3.6	1.6	10	.	.	0.4%	-0.23	602	0.57	0.31	0.53	-2.3
Cc1ccc(/C=N/NC(=O)CNC(=O)COc2ccccc2)cc1	i	14	-2.0	1171	1	4	-10%	2.6	2.8	7.9	8	658	-1.8%	-0.02	1592	0.48	-0.18	0.46	-0.34
O=C1CCN=C(Nc2ccc(F)cc2)N1Cc1ccccc1	i	-5	.	.	12	-4	-14%	2.4	1.9	6.5	-17	814	-1.6%	-0.69	860	3.7	0.24	2.1	-1.7
Nc1c(C(=O)c2ccc(F)cc2)oc2ccccc12	i	3	-0.4	1109	-37	13	-5.2%	2.7	1.1	7.9	-2	761	0.0%	-0.73	1007	-0.68	-0.14	-0.59	-0.08
CC(=O)OC1OCCOC1NC(=S)Nc1ccc(C)cc1 (stereo not drawn)	i	-6	-0.1	1019	-10	-10	-1.7%	0.9	1.7	8.2	11	721	-0.8%	0.88	1462	0.39	0.45	0.18	-1.5
N#CCc1ccc(Oc2ccc([N+](=O)[O-])cn2)cc1	.	.	-3.8	1110	.	.	.	.	.	.	-4	679	.	1.9	1466	-0.032	-0.15	-0.29	1.1
O=C(O)c1cc(-c2cccs2)nc2cc3c(cc12)OCCO3	i	9	-0.6	1149	-11	0	-2.4%	2.1	1.4	3.5	-4	625	.	.	.	-0.75	-0.088	-0.17	-0.059
COc1ccccc1NC(=O)Nc1nnc(CC(=O)Nc2ccccc2)s1	i	-5	-4.8	1108	7	11	-8.3%	1.1	1.0	9.6	14	710	-1.3%	.	.	0.77	0.25	0.22	-0.56
N/C(=N\c1nc2ccccc2o1)NC(=O)c1ccccc1	i	0	.	.	2	12	-6.5%	0.5	2.6	16	-1	774	-0.5%	.	.	0.03	0.13	-0.22	0.051
O=C(CCn1cccc1)Nc1cc(F)ccc1F	i	12	-0.6	901	-11	-10	-1.3%	3.2	1.9	3.0	.	.	0.0%	0.31	1563	-0.99	-0.066	-0.27	0.24
CC(=O)OCC[N+](C)(C)C	i	9&-16	-1.8	568	5&-3	-11&-6	-6.1%&-15%	2.4&4.4	1.8&1.9	11&4.5	1&9	704&718	-3.3%&-2.4%	.	.	0.022&0.27	-0.26&-0.056	0.48&0.6	0.27&-0.13
O=C(COc1ccc(S(=O)(=O)NC2CCCCC2)cc1)N1CCN(c2cccc(Cl)c2)CC1	i	-5	0.1	1058	.	.	-1.9%	1.5	0.7	7.5	33	793	-2.8%	-0.72	773	-0.17	-0.26	0.0086	0.044
CC(=O)Nc1cccc(/C(C)=N/NS(=O)(=O)c2ccccc2)c1	i	-4	-4.5	1096	-2	13	-3.6%	2.4	3.1	8.4	2	698	-0.7%	0.07	1710	-0.28	-0.3	0.4	-0.39

The last two records of the section above come first, to join the parts.
SMILES	Autophagy mod	Autophagy mod cell loss 18 h	b-catenin transl	b-catenin transl cell count 5 µM	WT yeast gro inh	WT yeast gro inh mutant strain	XIAP antagonists	MT stabilize HCS	MT stabilize HCS Hoechst-high %	MT stabilize HCS cytotoxicity %	Lipid droplet	Lipid droplet cells 6.5 µM	ER stress rescue	Insulin prom up	Insulin prom up cell count	Dynein transport	Dynein transport cytoplasmic EGFP	Dynein transport nuclear GR-EGFP	Dynein transport cell count
O=C(COc1ccc(S(=O)(=O)NC2CCCCC2)cc1)N1CCN(c2cccc(Cl)c2)CC1	i	-5	0.1	1058	.	.	-1.9%	1.5	0.7	7.5	33	793	-2.8%	-0.72	773	-0.17	-0.26	0.0086	0.044
CC(=O)Nc1cccc(/C(C)=N/NS(=O)(=O)c2ccccc2)c1	i	-4	-4.5	1096	-2	13	-3.6%	2.4	3.1	8.4	2	698	-0.7%	0.07	1710	-0.28	-0.3	0.4	-0.39
COc1cccc(C(C)NC(=O)Nc2ccccc2Cl)c1 (stereo not drawn)	i	5	0.7	1444	-1	12	0.2%	4.7	2.0	5.0	2	681	1.0%	1.2	1358	1.4	-0.22	0.74	-0.095
Cc1nc2c(-c3ccc(F)cc3)c(C)nn2c(C)c1CCC(=O)NCCN1CCOCC1	i	16	.	.	0	-7	-4.6%	4.3	3.1	8.6	.	.	-0.7%	-1.1	827	-0.65	-0.25	-0.37	0.56
Fc1cccc(Nc2ncnc3[nH]ncc23)c1	i	15	-1.1	1048	-6	15	-6.9%	2.0	1.3	4.6	-9	720	-3.0%	0.09	1183	-0.24	-0.36	0.18	0.47
Nc1nc(SCC(=O)N2CCc3ccccc3C2)[nH]c(=O)c1-c1ccccc1	i	-3	.	.	6	6	-6.2%	2.5	2.2	3.1	10	758	-2.7%	-0.38	1100	0.59	-0.21	0.36	-0.71
CCOC(=O)c1cc2c(=O)n3ccccc3nc2n(CCCOC)c1=NC(=O)C(C)(C)C	i	-8	-0.8	1320	4	9	-1.8%	2.4	1.5	7.6	.	.	1.6%	-0.15	1644	1.7	-0.19	1.2	-1.1
CCN(CC)C(=O)COC(=O)c1cc(-c2ccco2)nc2ccccc12	i	4	-1.8	1006	-34	-8	-3.4%	2.5	2.9	3.8	7	701	-2.7%	0.19	1371	-0.96	-0.2	-0.39	1.1
CCc1ccc(NC(=O)Cn2c(=O)n(CCC(=O)NC3CCN(Cc4ccccc4)CC3)c(=O)c3ccccc32)cc1	.	.	-0.3	1310	.	.	.	.	.	.	12	709	.	1.2	1062	0.08	-0.097	0.87	-0.81
